# Assay outcomes deposited in PubChem by National Center for Advancing Translational Sciences (NCATS).
# DRD3 antagonist = blocks the human D3 dopamine receptor; P35462; D3R cells, DiscoveRx beta-arrestin luminescence, antagonist mode; hits give low values; max response, negative = inhibition, %; 2.5% of 360,000 active; AID 652054; in the data active = max response below about -50%; inconclusive = no clear call, values can overlap the other calls; note: % is set by controls: 0 for no effect and ±100 for the full control effect; mostly tested at two doses, the higher about 12 µM
# Target sequence (P35462 whole entry, looked up): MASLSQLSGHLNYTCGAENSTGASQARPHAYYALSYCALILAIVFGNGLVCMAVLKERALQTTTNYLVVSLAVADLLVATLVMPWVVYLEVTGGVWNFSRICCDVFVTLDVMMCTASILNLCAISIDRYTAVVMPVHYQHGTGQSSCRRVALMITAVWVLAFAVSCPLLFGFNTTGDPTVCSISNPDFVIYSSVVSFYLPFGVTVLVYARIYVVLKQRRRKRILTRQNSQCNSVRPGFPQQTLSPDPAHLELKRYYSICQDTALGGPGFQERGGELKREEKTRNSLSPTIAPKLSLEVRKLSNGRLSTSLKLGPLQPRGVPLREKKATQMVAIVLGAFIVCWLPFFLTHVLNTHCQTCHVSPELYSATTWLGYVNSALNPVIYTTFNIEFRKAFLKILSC
#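 Cells expressing the human receptor were seeded at 1500 cells/well, incubated overnight at 37 degrees C in 5% CO2, then exposed to library compounds with dopamine controls for 90 minutes at 37 degrees C before luminescent detection.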
# EPAC2 antag = blocks human EPAC2 exchange factor; Q8WZA2; EPAC2 GEF exchange of Rap1B-BODIPY-GDP, fluorescence; Potency, µM (top dose mostly 114 µM), for the others: at the highest dose activity, negative = inhibition, hits mostly inhibitors; 0.18% of 360,000 active; note: potency is the fitted concentration of half-maximal effect; % is set by controls: 0 for no effect and ±100 for the full control effect; nearly all actives have a fitted effect of over 45% in size; many of its hits are not listed in these tables
# EPAC2 agonist = activates human EPAC2 exchange factor. Potency, µM (series often up to 154 µM), without a hit: at the top dose activation, hits mostly activators. Q8WZA2. 0.079% of 360,000 active. EPAC2 activation, biochemical qHTS; response scale: 100% = 6.5 mM cAMP response; note: potency is the fitted concentration of half-maximal effect; nearly all actives have a fitted effect of over 50% in size
#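 Guanine nucleotide exchange by EPAC2 is measured as reduced fluorescence of BODIPY-GDP once it is released from 250 nM Rap1B. Plates are read kinetically for 30 min at room temperature; results are scaled to 6.5 mM cAMP.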
# Akt phos inh = Akt phosphorylation inhibition; Neuro2A IGF-stimulated pAkt S473 HTRF, 20 min; hits give low values; activity change, % for hits at 50 µM; AID 651550; 0.32% of 360,000 active; in the data active = activity change below about -80%; inconclusive = mostly about -51% to -80%; note: % is set by controls: 0 for no effect and ±100 for the full control effect
#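 Neuro2A cells (4,500/well, DMEM with 0.5% FBS) were treated with compound at a single 50 µM final concentration, stimulated with 6 nM IGF for 20 min at 37 °C, and lysed. Phospho-Akt Ser473 was read by HTRF as 665/615 ratio ×10^4.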
# D3 ag = D3 dopamine receptor (human) agonism; P35462; D3R DiscoveRx beta-arrestin cells, luminescence, 90 min; max activation, %; 0.58% of 410,000 active; AID 652048; in the data active = max activation above about 30%; note: 0% is about no effect; mostly tested at two doses, the higher about 12 µM
#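 Cells at 1500/well, incubated overnight, then treated with pinned compounds (dopamine as control) for 90 min at 37 degrees C. DiscoveRx reagent added for 30 - 60 minutes at room temperature; luminescence read.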
# PTHR1 agonist = PTHR1 (human) receptor agonism | Q03431 | HEK293 GP2 PTHR1 cells, GloSensor cAMP luminescence, 1 h | Potency, µM (highest dose often 115 µM), without a hit: top-dose activation, usual class: activators | 0.075% of 410,000 active | AID 743266; note: potency is the fitted concentration of half-maximal effect; nearly all actives have a fitted effect of over 55% in size; some results filed as inactive show a strong effect at the top dose; inactives centre near -15; many of its hits are not listed in these tables
# Target sequence (Q03431 whole entry, looked up): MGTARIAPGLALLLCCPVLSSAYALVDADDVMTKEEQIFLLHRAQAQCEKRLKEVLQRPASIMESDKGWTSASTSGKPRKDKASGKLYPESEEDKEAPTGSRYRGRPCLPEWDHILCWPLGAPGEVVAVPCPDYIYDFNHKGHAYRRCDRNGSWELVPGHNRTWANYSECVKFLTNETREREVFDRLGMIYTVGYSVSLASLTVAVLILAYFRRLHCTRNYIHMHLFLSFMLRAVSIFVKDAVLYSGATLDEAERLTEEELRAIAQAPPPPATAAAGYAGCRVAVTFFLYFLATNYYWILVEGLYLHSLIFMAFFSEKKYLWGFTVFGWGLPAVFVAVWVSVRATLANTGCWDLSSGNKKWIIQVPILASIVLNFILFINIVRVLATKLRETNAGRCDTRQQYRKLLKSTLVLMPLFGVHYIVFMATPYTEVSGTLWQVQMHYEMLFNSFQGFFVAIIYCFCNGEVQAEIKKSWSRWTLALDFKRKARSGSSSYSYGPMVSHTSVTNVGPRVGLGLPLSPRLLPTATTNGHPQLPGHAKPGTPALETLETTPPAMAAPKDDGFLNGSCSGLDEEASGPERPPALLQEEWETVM
#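 HEK-293-derived GP2 cells expressing PTHR1 and a GloSensor cAMP reporter, 3,000/well, plated overnight, given luciferin plus IBMX (each 0.5 mM as added) for 1 h at 37 °C, then compound for 1 h at 37 °C. Luminescence was read after 15 min at room temperature.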
# CCT modulator = cytosolic chaperonin activity modulation | purified chaperonin ATPase assay, HTRF ADP detection, 30 min | activity change, % (concentration not given with the values), hits read low | 0.3% of 360,000 active | AID 651819; in the data active = activity change below about -30%; note: % is set by controls: 0 for no effect and ±100 for the full control effect
#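 Nucleotide hydrolysis assay: TRiC at 20–40 nM final (set by batch activity) with 10 uM ATP, 30 min at 37 °C, in presence of 76 uM compound. Detection by competitive ADP HTRF, 30 min ambient.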
# MmCpn inh = M. maripaludis TRiC chaperonin inhibition | 0.031% of 330,000 active | purified Mm-Cpn ATPase, ADP Transcreener TR-FRET | Potency, µM (doses to about 76.9 µM), without a hit: at the highest dose activity, negative = inhibition, most hits filed as inhibitors; note: potency is the fitted concentration of half-maximal effect; % is set by controls: 0 for no effect and ±100 for the full control effect; nearly all actives have a fitted effect of over 80% in size
#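 Purified archaeal chaperonin (25 nM final) was preincubated with compound for 10 min at 37°C, then ATP (10 uM final) was added for 30 min at 37°C in Tris pH 7.4/KCl/MgCl2/DTT buffer. ADP was quantified by HTRF Transcreener TR-FRET.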
# The depositor's hits bear a star; i = inactive; ? = inconclusive; nt = no result given; & = joins results of further samples; [ ] = another dose, or the depositor's remark. Unless noted, calls come from the whole dose curve; as a rule, active = well fitted curve in the direction sought with a large enough effect; inconclusive = small, poorly fitted or top-dose-only effect, or another doubt; inactive = no such curve, though single readings can be large; an effect the other way counts as inactive or inconclusive. A portion of the library (hit frequency here may not be typical).
SMILES,DRD3 antagonist,EPAC2 antag,EPAC2 agonist,Akt phos inh,D3 ag,PTHR1 agonist,CCT modulator,MmCpn inh
Nn1c(SCc2cccc(F)c2)nnc1-c1ccncc1,-1,-1%,11%,i,0,-23%,-2.3,-1%
COc1ccc2c(c1)[C@H]1[C@H](CO2)[C@H](c2ccccc2)[C@]2(C)C(=O)Nc3cc(F)c(F)cc3C(=O)N12,-12,-6%,8%,i,-24,-1%,0.7,-4%
N=c1c2c3c(sc2ncn1CCCO)CCCC3,8,10%,4%,i,-1,i,0.2,1%
Cc1nn(C(C)C(=O)NCc2ccco2)c(C)c1[N+](=O)[O-] (configuration not stated),5,-3%,0%,i,2,i,-0.6,-6%
CC(=O)C[C@@H](O)CC(=O)[C@H]1OC(=O)CC/C=C\Cc2ccccc21,-7,10%,3%,i,4,i,1.3,-3%
OCC1(CCc2ccccc2)CCCN(CCCC(F)(F)F)C1 (configuration not stated),?,-3%,-1%,i,-18,17%,-4.0,-2%
CC(=O)Nc1ccc(S(=O)(=O)N(C)CC(=O)Nc2ccc(F)c(F)c2F)cc1,-15,-4%,6%,i,-6,-28%,0.2,0%
O=C(c1ccco1)N1CCN(C(=S)Nc2ccc(F)c(Cl)c2)CC1,-4,-5%,1%,i,9,0%,0.2,-1%
COc1ccc(-c2nn(-c3ccccc3)cc2CN(C)CCn2ccnc2C)c(F)c1,-5,-3%,-3%,i,-12,-13%,-3.4,1%
Cc1cccn2cc(CCNC(=O)c3ccc(Br)o3)nc12,-19,-2%,16%,i,-2,i,-5.1,-1%
CCOC(=O)c1ccc(Nc2cc(C)nc(-c3ccccc3)n2)cc1,10,-18%,-3%,i,1,i,-0.2,-5%
Cc1ccc(-n2nc(C(=O)O)cc2-c2ccc(Cl)cc2)cc1,1,-13%,3%,i,5,i,-0.7,2%
CCCC1=[N+](CC(=O)c2ccccc2)CCn2c(C)ccc21,-14,17%,-2%,i,-2,i,1.6,-1%
CC1CN(C(=O)c2cnn3c(C(F)F)cc(-c4ccccc4)nc23)CC(C)O1 (configuration not stated),19,-7%,-1%,nt,0,i,0.9,-1%
CC1=C(C(=O)OC2CCCC2)C(c2ccc(C)o2)C2=C(CC(c3cccs3)CC2=O)N1 (configuration not stated),-13,8%,14%,i,-14,i,0.4,-4%
Cc1ccc2[nH]c(=O)c(CN(Cc3ccccc3Cl)C(=O)N3CCOCC3)cc2c1,2,17%,4%,i,14,-8%,-2.4,1%
COc1ccc(OC)c(-c2cc(C(=O)Nc3c(C)nn(Cc4ccccc4Cl)c3C)no2)c1,3,-4%,18%,i,25,i,-2.2,-2%
Cn1c(CCc2ccccc2)nnc1SCC(=O)N1CCOCC1,14,-10%,6%,i,-1,-25%[57.5 µM],-4.3,1%
Cc1cc(C(=O)NCC(C)(C)N2CCOCC2)c(C)o1,2,-5%,4%,i,22,-16%,0.6,-2%
COc1cc(C2NC(=S)NC(C)=C2C(=O)Nc2ccc(C)cc2)ccc1O (configuration not stated),0,5%,4%,i,4,i,-1.9,-2%
CCC(CC)c1nnc(NC(=O)CCc2ccccc2)s1,5,-6%,-3%,i,2,-7%,1.8,0%
CCOC(=O)c1ccc(NCc2ccc3c(c2)OCO3)cc1,23,-14%,?,i,-1,19%[57.5 µM],0.8,3%
COc1ccccc1CNC(=O)CN(C)S(=O)(=O)c1cccc2cccnc12,-4,-1%,9%,i,2,i,-2.1,0%
CCOC(=O)c1c(OCC)[nH]c2c1cc(O)c1ccccc12,-9,-2%,5%,i,-15,-27%,-3.2,-28%
CC(NC(=O)COc1ccc(/C=N/NC(=O)CO)cc1)c1ccccc1 (configuration not stated),7,4%,19%,i,10,-7%,-3.2,-2%

# Sorted by formula weight (lowest first): part of the list above.
SMILES,DRD3 antagonist,EPAC2 antag,EPAC2 agonist,Akt phos inh,D3 ag,PTHR1 agonist,CCT modulator,MmCpn inh
CCCC1=[N+](CC(=O)c2ccccc2)CCn2c(C)ccc21,-14,17%,-2%,i,-2,i,1.6,-1%
CCC(CC)c1nnc(NC(=O)CCc2ccccc2)s1,5,-6%,-3%,i,2,-7%,1.8,0%
CCOC(=O)c1ccc(Nc2cc(C)nc(-c3ccccc3)n2)cc1,10,-18%,-3%,i,1,i,-0.2,-5%
COc1ccc(-c2nn(-c3ccccc3)cc2CN(C)CCn2ccnc2C)c(F)c1,-5,-3%,-3%,i,-12,-13%,-3.4,1%
COc1ccc2c(c1)[C@H]1[C@H](CO2)[C@H](c2ccccc2)[C@]2(C)C(=O)Nc3cc(F)c(F)cc3C(=O)N12,-12,-6%,8%,i,-24,-1%,0.7,-4%

# (further entries)
SMILES,DRD3 antagonist,EPAC2 antag,EPAC2 agonist,Akt phos inh,D3 ag,PTHR1 agonist,CCT modulator,MmCpn inh
COc1cc(C(=O)NC2CCCc3ccccc32)cc(OC)c1C (configuration not stated),11,4%,-6%,i,-4,i,1.1,0%
Cn1nc(C(=O)Nc2cccc(C(F)(F)F)c2)c2ccccc2c1=O,2,-2%,-17%,i,6,-2%,-2.7,0%
Cc1ccc(NC(=O)Cc2nnc(SCC(=O)NC3CCCC3)n2C)cc1C,1,2%,11%,i,-2,i,0.3,-1%
CCO[C@@H]1OC(C(=O)NCc2ccccc2)=C[C@H](c2cn(C(C)=O)c3ccccc23)[C@H]1CCCO,8,-12%,19%,i,67*,-9%,-0.4,nt
COc1ccccc1N(CC(=O)NCc1ccc2c(c1)OCO2)C(=O)CCC(=O)Nc1nccs1,-19,5%,1%,i,13,1%,-3.0,-1%
COC(CNC(=O)C1CCN(S(=O)(=O)c2ccc3nc4c(c(C(=O)O)c3c2)CC(C)CC4)CC1)OC (configuration not stated),-18,1%,5%,i,-20,i,-2.4,-3%
COc1cc(-c2cc(C(=O)Nc3cc(S(=O)(=O)N4CCOCC4)ccc3O)c3ccccc3n2)cc(OC)c1OC,?,-10%,13%,i,-1,-25%,0.7,-11%
Cn1c(=O)c(=O)n(C)c2cc([N+](=O)[O-])c([N+](=O)[O-])cc21,-11,15%,10%,i,0,-38%[inhibitor],-32*,-3%
O=C(CN(C1CCCCC1)S(=O)(=O)c1ccc(F)cc1)NC1CC1,-4,0%,0%,i,4,i,-2.6,3%
CCCCCOC(=O)c1ccc(NC(=O)c2ccco2)cc1,-8,-4%,9%,i,-4,-11%,-0.1,-2%
CCOC(=O)N1CCN(C(=O)c2cccc(F)c2)CC1,0,0%,5%,i,6,-12%,0.3,-4%
N#Cc1ccccc1OCC(=O)OCC(=O)c1ccc[nH]1,-1,2%,8%,i,8,i,1.4,0%
O=C(COC(=O)CCc1c[nH]c2ccccc12)NCCc1ccccc1,10,-19%,-3%,i,-7,?,0.8,2%
CCCc1cc(=O)[nH]c(SCC(=O)Nc2ccc(OC(F)F)cc2)n1,-10,-9%,6%,i,-3,0%,-10.0,1%
CCCOc1cc(C)c(S(=O)(=O)NC2CC(C)(C)NC(C)(C)C2)cc1C,7,-2%,-7%,i,-6,i,-0.1,1%
O=C(O)COc1c(Cl)cc(/C=C2/NC(=O)NC2=O)cc1Br,-9,25%,8%,i,-13,-47%,-1.7,1%
C/C(=N\Nc1ncnc2sc(C)c(C)c12)c1ccccn1,14,-9%,-1%,i,26,-16%,-0.2,0%
C=C(C)COc1ccc(-c2nc(N)nc(C(F)(F)F)c2-c2ccc(OC)cc2)c(O)c1,-3,-23%,1%,i,0,-2%,-4.0,-2%
CCOc1ccc(-c2csc(N)c2C(=O)OC)cc1,2,-1%,-4%,i,5,i,-0.1,0%
COc1ccc(Br)cc1C(=O)NC(=S)Nc1ccc2[nH]c(=O)[nH]c2c1,13,-14%,11%,i,1,i,-1.9,1%
CCOc1cc(/C=N/NC(=O)c2ccc(=O)n(C)c2)ccc1O,11,1%,11%,i,0,-10%,-0.1,-2%
O=[N+]([O-])c1ccc(NN=C2CCCCC2)c([N+](=O)[O-])c1,2,-1%,-1%,i,11,-12%,-1.2,nt
Cc1cc(C)n2nc(SCC(=O)c3cccs3)nc2n1,-3,-1%,3%,i,2,-1%,-1.3,-1%
COc1ccc(N(C(=O)Nc2ccc(Cl)cc2)C2=NCCC2)cc1,8,-6%,13%,i,6,-8%[57.5 µM],1.4,0%
Cc1onc(NC(=O)CSCC(=O)O)c1Br,?,6%,9%,i,-3,i,-0.9,3%

# Next compounds:
SMILES,DRD3 antagonist,EPAC2 antag,EPAC2 agonist,Akt phos inh,D3 ag,PTHR1 agonist,CCT modulator,MmCpn inh
O=[N+]([O-])c1ccc(/C=C/c2nc3ccc([N+](=O)[O-])cc3[nH]2)cc1,1,12%,13%,i,-7,-75%[inhibitor],0.6,-2%
CCN1C(=O)C(CC(=O)Nc2c(C)cccc2C)Nc2cc(S(=O)(=O)N(C)C)ccc21 (configuration not stated),5,-2%,8%,i,1,0%,-2.0,0%
Cc1sc(N2C(=O)C3C(C2=O)[C@H]2C=C[C@@H]3C2)c(C#N)c1C (some centres not stated),12,2%,-4%,i,-8,i,0.3,1%
COCCCn1c(Cc2csc(Nc3ccccc3)n2)nnc1SCC(N)=O,6,7%,0%,i,-5,i,0.8,-1%
Cc1ccc(OCCN2CCN(c3nc(NCc4ccco4)c4ccccc4n3)CC2)cc1,-78*,-5%,7%,i,-26,-28%,1.0,3%
CC(C)c1ccc(-c2csc3nc[nH]c(=O)c23)cc1,10,-14%,7%,i,-3,-23%,-2.1,1%
COc1ccc([C@H]2CC(=O)C=C(c3ccc(CO)cc3)C2)cc1,4,-8%,8%,i,11,i,0.3,-2%
Cc1[nH]c2ccc(F)cc2c1CCN(Cc1cccnc1)C(=S)Nc1cccc(F)c1,-4,1%,16%,i,-7,-8%,-0.3,1%
CC(C)c1ccc(NC(=O)CCS(=O)(=O)c2cccc3nonc23)cc1,-2,-12%,-14%,i,-3&-11,-37%[inhibitor],-0.2,1%
COc1ccc(CC(=O)N2CC3(C)CC2CC(C)(C)C3)cc1OC (configuration not stated),0,-2%,-11%,i,1,i,1.6,1%[15.4 µM]
CC(C)[C@H](NC(=O)c1ccccc1)C(=O)OCC(=O)N1CCCCCC1,17,13%,-4%,i,1,i,0.9,-2%
COc1ccc(C(=O)OCC(=O)Nc2nnc(-c3ccccc3)o2)cc1,-15,5%,-5%,i,-6,28%,2.0,1%
CCC(=O)N1CCc2cc(S(=O)(=O)N3CCCCC3CC)ccc21 (configuration not stated),-9,-10%,11%,i,-2,i,-5.1,1%
CCc1ccccc1NC(=S)N(CCCN1CCN(C)CC1)Cc1cccs1,-17,6%,-1%,i,-11,i,-0.3,1%
